# From PubChem BioAssay
# HTT aggregate = inhibitors of mutant huntingtin aggregate formation in PC12 cells | PC12 HttQ103-GFP aggregates, Acumen cytometry, 40 h | Potency, µM (series often up to 46.1 µM), for inactives: at the top dose activity change, negative = inhibition, hits mostly inhibitors | 220,000 tested, 1.1% active; further: potency means the concentration at half of the fitted maximal effect; on the % scale 0 is the no-effect control and ±100 the full control effect; nearly all actives have a fitted effect of over 60% in size
#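 Read-out: GFP aggregate count by laser scanning cytometer (488 nm excitation, 500-530 nm emission, 1–25 µm objects >6 SD above background). Cells: PC12, inducible HTTex1-Q103-GFP, 100 nM tebufenozide; compounds titrated.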
# IMPase Li inh = cell-permeable IMPase inhibitors with lithium potentiation; CHO-M1 cells, IP1 TR-FRET (IP-One), carbachol + lithium; AID 1457; Potency, µM (titrated, usually from 59.4 µM), inactives show at the top dose activity, negative = IMPase inhibition, usual class: inhibitors; 210,000 tested, 0.35% active;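 further: IP1 builds up when IMPase is blocked and the TR-FRET signal falls; potency means the concentration at half of the fitted maximal effect; plate controls were basal vehicle for no effect and high inhibitor control for full effect; nearly all actives have a fitted effect of over 50% in size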
#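 IP1 accumulation measured by competitive TR-FRET in lysed CHO-M1 cells after 30 min compound exposure at 37C, with a small lithium addition to potentiate weak responses. Hill-equation AC50 from ratio and donor-channel data.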
# CBFb RUNX1 block = inhibitors of human CBF-beta and RUNX1 interaction; Q01196+Q13951; AlphaScreen CBFb-His/RUNX1-biotin binding, biochemical; Potency, µM (titrated, usually from 59.8 µM), inactives show at the top dose activity, negative = inhibition, hits mostly inhibitors; 230,000 tested, under 10 active; further: % of control where 0% means no effect
# Target sequence (Q01196 whole entry, looked up): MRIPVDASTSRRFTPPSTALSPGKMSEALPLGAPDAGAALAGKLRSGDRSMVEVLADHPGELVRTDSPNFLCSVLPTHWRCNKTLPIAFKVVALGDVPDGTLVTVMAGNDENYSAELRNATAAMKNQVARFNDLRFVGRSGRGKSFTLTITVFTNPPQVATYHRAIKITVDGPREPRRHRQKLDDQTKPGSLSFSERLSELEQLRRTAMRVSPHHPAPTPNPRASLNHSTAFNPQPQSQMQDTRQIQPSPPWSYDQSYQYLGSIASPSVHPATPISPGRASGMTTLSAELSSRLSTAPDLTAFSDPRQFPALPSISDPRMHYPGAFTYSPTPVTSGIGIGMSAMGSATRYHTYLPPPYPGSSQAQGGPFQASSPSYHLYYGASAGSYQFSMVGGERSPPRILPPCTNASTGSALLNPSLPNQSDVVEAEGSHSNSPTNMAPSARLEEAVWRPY
# Target sequence (Q13951 whole entry, looked up): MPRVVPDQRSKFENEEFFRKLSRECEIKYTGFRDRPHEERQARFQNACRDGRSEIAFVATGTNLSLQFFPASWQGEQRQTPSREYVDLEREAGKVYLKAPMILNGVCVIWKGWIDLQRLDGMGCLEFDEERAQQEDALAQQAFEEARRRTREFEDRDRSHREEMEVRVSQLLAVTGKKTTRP
#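 CBF-beta (His) and RUNX1 (biotin), 30 nM each; 20 min preassociation; + compound, 15 min; + beads 50 ng each (Ni, streptavidin), 90 min; RT; AlphaScreen read.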
# KinaseGlo FLuc = counter-screen: inhibitors of Kinase-Glo firefly luciferase | Q27757 | Kinase-Glo luciferase, ATP luminescence, 8 min | Potency, µM (series often up to 38.3 µM), without a hit: at the highest dose activity change, negative = inhibition, actives largely listed as inhibitors | 200,000 tested, 0.28% active | AID 1379; further: potency means the concentration at half of the fitted maximal effect; on the % scale 0 is the no-effect control and ±100 the full control effect; nearly all actives have a fitted effect of over 60% in size
#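 Light output from Kinase-Glo luciferase with luciferin and 10 uM ATP in 50 mM imidazole pH 7.2, KCl, MgCl2, Tween 20, BSA; compound pin-delivered, 8-min ambient incubation, then luminescence read.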
# NPSR antag = blocks cAMP signaling of the human neuropeptide S receptor; 220,000 tested, 1% active; Potency, µM (top dose mostly 38.3 µM), inactives show top-dose activity change, negative = inhibition, usual class: inhibitors; CHO-NPSR cells, cAMP TR-FRET, antagonist mode; further: potency means the concentration at half of the fitted maximal effect; on the % scale 0 is the no-effect control and ±100 the full control effect; nearly all actives have a fitted effect of over 50% in size; many of its hits are not listed in these tables
# Target sequence (Q6W5P4 whole entry, looked up): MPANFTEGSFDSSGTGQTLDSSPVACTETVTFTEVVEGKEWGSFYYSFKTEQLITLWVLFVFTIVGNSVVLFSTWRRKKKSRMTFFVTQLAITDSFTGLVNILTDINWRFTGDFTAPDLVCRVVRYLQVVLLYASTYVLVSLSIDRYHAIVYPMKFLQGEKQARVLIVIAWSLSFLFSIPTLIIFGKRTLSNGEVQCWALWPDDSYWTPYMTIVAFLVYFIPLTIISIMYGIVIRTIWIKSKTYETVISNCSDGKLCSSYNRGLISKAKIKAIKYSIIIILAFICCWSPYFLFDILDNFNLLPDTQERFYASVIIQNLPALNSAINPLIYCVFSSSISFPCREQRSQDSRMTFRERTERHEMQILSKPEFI
# Epigenetic reg = regulators of epigenetic silencing causing reporter derepression in mouse cells; AID 1865; Potency, µM (top dose mostly 53.9 µM), for inactives: top-dose GFP activation, usual class: activators; murine LDR cells, GFP reporter derepression, 30 h; 280,000 tested, 0.2% active; further: potency means the concentration at half of the fitted maximal effect; % of control where 0% means no effect; nearly all actives have a fitted effect of over 60% in size
#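 Murine LDR cells carrying a silenced, genomically integrated CMV-driven GFP reporter were exposed to compound for 30 hours at 37 C. After PBS washes, GFP-positive cells (20–120 um objects) were counted by laser-scanning microplate cytometry.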
# LMNA splice mod = changes lamin A minigene splicing in HeLa cells | HeLa LMNA splicing GFP/RFP minigene ratio, 48 h | Potency, µM (highest dose often 46.1 µM), inactives show at the highest dose ratio change, negative = inhibition, usual class: inhibitors | 200,000 tested, 0.01% active | AID 1487; active means well fitted inhibition curve with a large enough effect in the signal ratio, with a control signal flat, not every such curve was filed as active; inconclusive means small, poorly fitted or top-dose-only effect, or effect the other way, or a change in a side signal; the % refers to the signal ratio; further: potency means the concentration at half of the fitted maximal effect; on the % scale 0 is the no-effect control and ±100 the full control effect
#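 Read-out is the ratio of GFP to DsRed2 object intensity, acquired by 488 nm laser-scanning cytometry on HeLa lamin A-EGFP minigene reporter cells. Compound incubation 48 hrs at 37 °C in Opti-MEM with 2% FBS; DMSO 0.5% final.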
# The depositor's hits bear a star; ? = inconclusive; . = no result given; [ ] = another dose, or the depositor's remark. Unless noted, the call rests on the fitted dose curve; in most records, active means well fitted curve in the direction sought with a large enough effect; inconclusive means small, poorly fitted or top-dose-only effect, or another doubt; inactive means no such curve, though single readings can be large; an effect the other way counts as inactive or inconclusive. This is a subset (hit frequency here may not be typical).
SMILES,HTT aggregate,IMPase Li inh,CBFb RUNX1 block,KinaseGlo FLuc,NPSR antag,Epigenetic reg,LMNA splice mod
O=C(O)c1ccc2c(c1)C1C=CCC1C(c1ccncc1)N2 (configuration not stated),-27%[9.22 µM],.,-15%,.,-8%,0.0%,.
CC(C)(C)C(=O)Oc1ccc2cc(-c3ccc4ccccc4n3)c(=O)oc2c1,7%,-4%,15%,2%,-9%[46.1 µM],0.0%,-5%
CCc1ccc(NC(=O)C(=O)NCCN2CCN(C(=O)c3ccco3)CC2)cc1,10%,15%,7%,4%,3%[46.1 µM],-1.2%,-1%
COC(=O)Cn1ncn2cccc2c1=O,14%,-4%[38.3 µM],1%,14%,-6%[46.1 µM],-0.9%,2%
COc1ccc(C(=O)CN2C(=O)c3ccccc3S2(=O)=O)cc1,1%[9.22 µM],.,4%,.,-7%,1.1%,.
CCOc1ccc(NC(=O)CN2CCN(CC(=O)c3ccc(OCC)cc3)CC2)cc1,-6%,27%[38.3 µM],15%,-1%,-11%[46.1 µM],0.9%,10%
COC(=O)c1ccccc1Sc1c(/C=N/OC(=O)c2ccccc2)c(C(F)(F)F)nn1C,?,29%[38.3 µM],1%,-2%,-23%[46.1 µM],2.5%,?
CSc1nnc2c3c4c(sc3c(=O)n(-c3ccccc3)n12)CC(C)(C)OC4,15%,6%[38.3 µM],2%,1%,-26%[46.1 µM],1.0%,-1%
Cc1ccc(C2(CCNCc3ccco3)CCOC(C(C)C)C2)cc1 (configuration not stated),-17%[9.22 µM],.,9%,.,-13%,0.1%,.
CC(=O)c1cccc(NS(=O)(=O)c2c(C)n[nH]c2C)c1,18%,-8%[38.3 µM],7%,1%,-15%[46.1 µM],0.0%,9%
Cc1ccc(C(=O)N2CCN(c3ncnc4c(C)csc34)CC2)cc1,3%[9.22 µM],.,5%,.,17%,1.1%,?
COc1ccc(-n2c(=O)cc(N3CCN(Cc4ccccc4)CC3)[nH]c2=O)cc1,-19%,3%,-2%,2%,5%[46.1 µM],-1.0%,-10%
CCn1c(SCc2nc3ccccc3c(=O)[nH]2)nc2ccccc21,-17%,8%,-1%,2%,-18%,3.5%,-13%[46 µM]
Cc1ccccc1NC(=O)COC(=O)C1(C)CC1(Cl)Cl (configuration not stated),15%,2%,23%,-3%,18%,-5.3%,.
Cc1ccc(S(=O)(=O)Nc2ccccc2C=Nc2cccc(C)c2C)cc1,?,-3%,2%,1%,-22%[46.1 µM],0.0%,?

# Reprinted from the part before: three entries; new compounds follow.
SMILES,HTT aggregate,IMPase Li inh,CBFb RUNX1 block,KinaseGlo FLuc,NPSR antag,Epigenetic reg,LMNA splice mod
CCn1c(SCc2nc3ccccc3c(=O)[nH]2)nc2ccccc21,-17%,8%,-1%,2%,-18%,3.5%,-13%[46 µM]
Cc1ccccc1NC(=O)COC(=O)C1(C)CC1(Cl)Cl (configuration not stated),15%,2%,23%,-3%,18%,-5.3%,.
Cc1ccc(S(=O)(=O)Nc2ccccc2C=Nc2cccc(C)c2C)cc1,?,-3%,2%,1%,-22%[46.1 µM],0.0%,?
COc1ccc(OCc2nc(C#N)c(N3CCN(c4ccc(OC)cc4)CC3)o2)cc1,0%,19%,?,-1%,-13%[46.1 µM],0.0%,?
N#Cc1ccccc1Cn1c(=O)n(CCC(=O)NCc2ccco2)c(=O)c2ccccc21,0%,-7%,-4%,1%,12%,1.1%,-3%
COc1ccc(OC)c(C2=NO[C@@H]3C(=O)N(c4cc(Cl)ccc4OC)C(=O)[C@H]23)c1,-15%,19%[38.3 µM],9%,-1%,-15%[46.1 µM],1.0%,-7%
O=[N+]([O-])c1ccc(Cl)cc1Sc1ccccn1,-8%,5%,-3%,-2%,-2%,0.0%,12%
CCC(C)(C)c1ccc(Oc2cccc(C(=O)O)c2)cc1,12%[9.22 µM],-3%,0%,-1%[7.66 µM],5%[7.67 µM],1.1%,.
COC(=O)c1cn(C)c2ccc(S(=O)(=O)N3CCOCC3)cc2c1=O,17%,-3%,11%,-2%,10%,1.5%,.
COc1ccccc1N(CC(=O)N/N=C/c1ccc(SC)cc1)S(C)(=O)=O,?,-3%,1%,-1%,-2%,1.1%,1%
Cc1ccc(SCCNC(=S)Nc2ccccc2)cc1,?,1%[38.3 µM],-3%,2%,-16%[46.1 µM],-1.1%,?
O=C(CCCOc1ccccc1)Nc1cccc([N+](=O)[O-])c1,19%[9.22 µM],4%,-2%,-2%,-8%,-0.1%,4%[46 µM]
CCOc1ccc(Nc2nc3ccccc3c(=O)s2)cc1,20%[9.22 µM],.,0%,.,-13%,-1.1%,.
CC(=O)Nc1ccc(NC(=O)CCCc2c[nH]c3ccccc23)cc1,5%[9.22 µM],4%,-9%,4%,-16%,-2.3%,.
CC1CCc2c(sc(/N=C/c3ccco3)c2C(N)=O)C1 (configuration not stated),-4%[9.22 µM],.,11%,.,9%,-3.0%,.
CCOc1cc(/C=N/NC(=O)COc2ccccc2C)ccc1OC(=O)c1cccs1,?,18%[38.3 µM],0%,-1%,-17%[46.1 µM],-0.9%,-2%
Nc1ccc(/C=C/C(=O)c2cccs2)cc1,0%[9.22 µM],-16%,10%,-6%,-22%,1.1%,.
O=C(NCCc1ccc(F)cc1)Nc1ccc2c(c1)OCO2,-4%[9.22 µM],0%,0%,2%,8%,0.9%,8%[46 µM]
O=C(CN1C(=O)CCSc2ccccc21)Nc1ccc(F)cc1,-2%,21%[38.3 µM],-1%,-1%,-1%[46.1 µM],0.0%,1%
Cc1ccnc2nc(C(=O)OCC(=O)Nc3ccc4c(c3)OC(F)(F)O4)nn12,16%,-3%[38.3 µM],1%,-1%,-3%[46.1 µM],-1.2%,3%
COCCCN1C(=O)C(=O)/C(=C(/O)c2ccc(C)cc2)C1c1ccccc1 (configuration not stated),12%,-19%[38.3 µM],5%,-3%,17%[46.1 µM],0.0%,-1%
CCOC(=O)c1sc2nc(C)nc(N3CCCCC3C)c2c1C (configuration not stated),-6%,-14%,4%,4%,-51%,-0.1%,.
O=C(Cn1cccc1C(=O)c1ccccc1)NCc1ccc2c(c1)OCO2,-8%,3%[38.3 µM],2%,0%,-11%[46.1 µM],-0.6%,7%
Cc1cc(C)cc(NC(=O)C2CCCN2/C=C/C(=O)C(F)(F)F)c1 (configuration not stated),-17%,5%,8%,3%,3%,-1.1%,2%
CS(=O)(=O)N(Cc1ccc(F)cc1)Cc1nc2ccccc2c(=O)[nH]1,0%,0%[38.3 µM],8%,3%,-6%[46.1 µM],0.0%,-2%
CC(=O)NC(=S)Nc1ccc(S(=O)(=O)Nc2ncccn2)cc1,-6%[9.22 µM],.,1%,.,-4%,2.0%,.
Cc1ccc(Cn2nnc3c(=O)n(CC(=O)N4CCCCC4)cnc32)cc1,11%,4%[38.3 µM],0%,-1%,0%[46.1 µM],5.9%,-4%
C/C(=N/NC(=O)c1ccccn1)c1ccc(O)cc1,4%[9.22 µM],.,-5%,.,18%,-1.2%,.
Cn1nc(C(F)(F)F)c(-c2ccc(Br)cc2)c1NC(=O)c1ccco1,19%[9.22 µM],.,14%,.,-28%,1.0%,.
OCCC1CN(Cc2cnc(-c3cccc4ccccc34)nc2)CCN1C1CCCCC1 (configuration not stated),1%[9.22 µM],18%,-4%,-3%,-8%,1.1%,-4%[46 µM]
CCOC(=O)Cn1ccc(-c2ccccc2)c(C#N)c1=O,0%,4%,7%,1%,20%,-0.1%,-1%[46 µM]
COc1cccc(OCCNC(=O)Nc2cc(F)c(F)cc2Cl)c1,-30%,10%,22%,0%,-13%,-0.4%,-6%[46 µM]
C=C1CC(C)OC(c2ccccc2OCC(O)CN2CCCCC2)C1 (configuration not stated),?,16%[38.3 µM],8%,2%,4%[46.1 µM],0.0%,4%
Cc1ccc(CNC(=O)COC(=O)c2ccc(S(=O)(=O)N(C)C)cc2)cc1,4%,7%,9%,3%,6%,-0.3%,-4%[46 µM]
COC(=O)[C@@]1(Cc2ccc(F)cc2)[C@@H]2C(=CC(=O)[C@H]2CC(=O)C(=O)N(C)C)CN1C(=O)c1ccccc1,.,0%,3%,0%,.,2.0%,.
CCc1ccc(C2C(C#N)=C(N)N(N3CCOCC3)C3=C2C(=O)CC(C)(C)C3)s1 (configuration not stated),0%,-3%,0%,4%,-21%,3.2%,.
O=C(NN1C(=O)C2C3C=CC(C4CC34)C2C1=O)c1ccc(Cl)cc1 (configuration not stated),16%,16%[38.3 µM],0%,2%,-2%[46.1 µM],0.2%,4%
CCOC(=O)c1c(C)n(C)c2ccc(OCC(O)Cn3c(C)nc4ccccc43)cc12 (configuration not stated),?,35%[activator][38.3 µM],-10%,0%,-9%[46.1 µM],-0.8%,?
COc1ccccc1N1CCN(CCCNC(=O)Nc2ccccc2)CC1,-2%,-1%,-1%,-1%,0%[46.1 µM],0.0%,-7%
CCc1ccc(OCCCC(=O)Nc2ccc(S(N)(=O)=O)cc2)cc1,8%[9.22 µM],8%,-7%,4%,8%,2.7%,?
COc1ccccc1NC(=O)N1CCCC(C(=O)Nc2cccc(C)c2C)C1 (configuration not stated),-6%,10%[38.3 µM],-4%,0%,-24%[46.1 µM],-0.9%,2%
c1cc2c(cc1Nc1nc(-c3ccc4c(c3)OCO4)cs1)OCCO2,5%,12%[38.3 µM],-12%,-2%,-14%[46.1 µM],-9.5%,-11%
COc1cc(NC(=S)N2CCCCC2C)c(OC)cc1Cl (configuration not stated),24%,4%,-2%,4%,-16%,-0.1%,-13%[46 µM]
CC(C)CC(NC(=O)OC(C)(C)C)c1cn([C@@H](CCCCNC(=O)OC(C)(C)C)C(=O)N2CCN(C(=O)OC(C)(C)C)CC2)nn1 (some centres not stated),9%[9.22 µM],-11%,6%,.,?,-1.5%,.
Cc1ccc(Cl)cc1N1CCN(CC(O)COC(C)C)CC1 (configuration not stated),19%[9.22 µM],.,12%,.,-7%,-1.0%,.
OC(COc1ccc2cc(Br)ccc2c1)CN1CCN(c2ccccn2)CC1 (configuration not stated),?,?,14%,0%,?,16%,8%
Cc1ccc(C(=O)NNC(=O)CCC(=O)Nc2cccc(Cl)c2C)cc1,4%,-7%,-3%,5%,24%,-1.1%,2%
CCOC(=O)CN(C(=O)CSc1nnc(C)n1-c1ccccc1)c1ccccc1,17%,9%,5%,3%,-7%[46.1 µM],-0.9%,-14%
